A549 tox = A549 cytotoxicity, counter-screen for Nrf2 inhibitors | A549 ARE-Fluc cells, CellTiter-Fluor viability, 18-24 h | Potency, µM (top dose mostly 46 µM), for the others: at the top dose activity change, negative = cytotoxicity, actives largely listed as inhibitors | hit rate 0.16% among 390,000 | AID 504648; further: potency means the concentration at half of the fitted maximal effect; on the % scale 0 is the no-effect control and ±100 the full control effect
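A549 ARE-Fluc cells in 5% FBS OPTI-MEM, 5000 cells/well, rested 2 h then exposed to compounds in concentration-response for 18-24 h at 37 °C. Viability by CellTiter-Fluor fluorescence (Ex 405/Em 525) after 30 min; luciferase luminescence (BugLite, 15 min, RT) read afterwards.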
TGFb inhibitor = inhibitors of TGF-b signaling; HepG2 CAGA-GFP TGF-b/SMAD3 reporter, GFP fluorescence, 18 h; TGF-beta stimulated, 500 pg/mL final; Potency, µM (top dose mostly 46.1 µM), for inactives: top-dose activity, negative = inhibition, most hits filed as inhibitors; hit rate 1.2% among 410,000; further: potency means the concentration at half of the fitted maximal effect; on the % scale 0 is the no-effect control and ±100 the full control effect; nearly all actives have a fitted effect of over 65% in size
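HEPG2 CAGA-GFP, 1000 cells/well; 2 h settle, 37 C; cpd via pin tool; TGF-b 500 pg/mL final; 18 h, 37 C; GFP imaging ex488/em500-530; %Activity normalised to -TGF-b and +DMSO controls; CRC fit, curve class.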
pAkt inh = blocks phosphorylation of Akt; hit rate 0.32% among 360,000; Neuro2A IGF-stimulated pAkt S473 HTRF, 20 min; stronger effect = lower value; AID 651550; activity change, % for hits at 50 µM; in the data active means activity change below about -80%; inconclusive means mostly about -51% to -80%; further: on the % scale 0 is the no-effect control and ±100 the full control effect
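Single-point screen (50 µM final compound) in Neuro2A cells stimulated 20 min with 6 nM IGF at 37 deg C. After lysis, Ser473-phosphorylated Akt read by HTRF (ex 330 nm, em 615/665 nm) as the 665/615 ratio.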
Nrf2 activator = Nrf2 pathway activation. AREc32 ARE-luciferase reporter (MCF7-derived line), luminescence, 24 h. Potency, µM (titrated, usually from 46.1 µM), without a hit: at the highest dose activation, hits mostly activators. hit rate 0.31% among 410,000; further: potency means the concentration at half of the fitted maximal effect; % of control where 0% means no effect; nearly all actives have a fitted effect of over 65% in size
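Luminescent ARE reporter assay in AREc32_Fluc cells: overnight plating at 37 deg C, 24 hr compound incubation, Steady-Glo added, 30 min RT before reading.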
Mm-Cpn inhibitor = M. maripaludis TRiC chaperonin inhibition; purified Mm-Cpn ATPase, ADP Transcreener TR-FRET; AID 504842; Potency, µM (titrated, usually from 76.9 µM), inactives show at the top dose activity, negative = inhibition, hits mostly inhibitors; hit rate 0.031% among 330,000; further: potency means the concentration at half of the fitted maximal effect; on the % scale 0 is the no-effect control and ±100 the full control effect; nearly all actives have a fitted effect of over 80% in size
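Purified archaeal chaperonin (25 nM final) was preincubated with compound for 10 min at 37°C, then ATP (10 uM final) was added for 30 min at 37°C in Tris pH 7.4/KCl/MgCl2/DTT buffer. ADP was quantified by HTRF Transcreener TR-FRET.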
Nrf2 block = Nrf2 pathway inhibition; A549 ARE-Fluc reporter, luciferase luminescence, 18-24 h; Potency, µM (top dose mostly 46 µM), without a hit: at the highest dose activity change, negative = inhibition, most hits filed as inhibitors; hit rate 2.1% among 360,000; AID 504444; further: potency means the concentration at half of the fitted maximal effect; on the % scale 0 is the no-effect control and ±100 the full control effect; nearly all actives have a fitted effect of over 60% in size
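Nrf2 function is reported as luminescence of an ARE-controlled luciferase in A549 cells. Compounds were tested at several concentrations, and a CellTiter-Fluor read on the same wells flagged cytotoxicity.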
S2 tox = cell viability loss in ATXN counter-screen; hit rate 0.49% among 400,000; Potency, µM (highest dose often 56.7 µM), usual class: cytotoxic; S2 cells (HEK-293 line with an ATXN2-luciferase reporter) viability, CellTiter-Fluor protease fluorescence, 24 h; further: potency means the concentration at half of the fitted maximal effect; nearly all actives have a fitted effect of over 40% in size
HepG2 tox = HepG2 cytotoxicity, counter-screen for TGF-b inhibitors; hit rate 0.76% among 410,000; HepG2 CAGA-GFP viability, ATP luminescence, 18 h; Potency, µM (top dose mostly 46.1 µM), for inactives: at the highest dose activity change, negative = cytotoxicity, most hits filed as cytotoxic; AID 588856; further: potency means the concentration at half of the fitted maximal effect; some results filed as inactive show a strong effect at the top dose
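CellTiter-Glo luminescence gave cytotoxicity after 18 hours at 37 degrees C. The cells were HepG2 CAGA-GFP in 1% FBS DMEM, stimulated with 500 pg/mL TGF-beta after compound addition. %Activity was normalised to no-cell wells (complete cell-killing) and DMSO (no toxicity), and curves were fitted and classified.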
CCT modulator = cytosolic chaperonin activity modulation | hit rate 0.3% among 360,000 | activity change, % (no concentration beside the values), hits read low | purified chaperonin ATPase assay, HTRF ADP detection, 30 min; in the data active means activity change below about -30%; further: on the % scale 0 is the no-effect control and ±100 the full control effect
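TRiC at 40 or 20 nM final (batch-dependent) in 30 mM Tris pH 7.4, 100 mM KCl, 5 mM MgCl2, 1 mM DTT, with compound at single 76 uM and 10 uM ATP, 30 min at 37 deg C. ADP detected by HTRF Transcreener, 665/615 ratio.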
Active calls of the source: *; i = inactive; u = inconclusive; x = no result given; & = joins results of further samples; [ ] = remark or other dose. Unless noted, the call rests on the fitted dose curve; in most records, active means well fitted curve in the direction sought with a large enough effect; inconclusive means small, poorly fitted or top-dose-only effect, or another doubt; inactive means no such curve, though single readings can be large; an effect the other way counts as inactive or inconclusive.

Below each SMILES – A549 tox | TGFb inhibitor | pAkt inh | Nrf2 activator | Mm-Cpn inhibitor | Nrf2 block | S2 tox | HepG2 tox | CCT modulator
> CCCNC(=O)N1CCC(C(=O)c2ccc(F)cc2)CC1
→ -6% | 0% | i | -0.6% | 2% | -15% | i | 12% | 1.4
> CC(=O)N(Cc1ccc(Cl)cc1)c1cnccn1
→ 0% | 9% | i | -0.6% | -2% | -20% | i | -1% | -1.3
> Cc1cc(SCC(=O)Nc2ccccc2C)nc(C)n1
→ -2% | -9% | i | -0.2% | 1% | u | i | 5% | 0.3
> O=[N+]([O-])c1cccc(S(=O)(=O)NCCCN2CCOCC2)c1
→ 2% | 5% | i | -0.2% | 2% | 15% | i | 3% | -1.4
> O=C(Nc1ccccn1)C1CCN(S(=O)(=O)c2ccc3c(c2)OCCO3)CC1
→ -3% | 0% | i | u | 2% | 6% | i | -38% | -0.9
> O=C(NCCS(=O)(=O)N1CCc2ccccc2C1)c1ccccc1
→ 7% | -11% | i | 0.3% | 2% | 21% | i | 0% | -0.3
> CCCOc1ccc(OCCSc2ncccn2)cc1
→ -10% | -18% | i | -0.4% | 0% | u | i | -20% | 0.7
> O=C(OCC(=O)N1CCN(C(=O)c2ccco2)CC1)c1cccc(F)c1
→ 7% | -1% | i | -0.2% | 2% | 7% | i | -6% | -1.7
> Cc1nc2ccc([N+](=O)[O-])cc2c(=O)n1Cc1ccc(F)cc1
→ -4% | -6% | i | 0.4% | 1% | -9% | i | 8% | 1.5
> CC(NC(=O)c1ccco1)C(c1cccs1)N1CCOCC1 (centres undefined)
→ 0% | 18% | i | -0.4% | 1% | 10% | i | 5% | -0.4
> COC(=O)c1ccc([C@H]2CC(=O)O2)cc1
→ 1% | -30% | i | u | 0% | 0% | i | -20% | -0.3
> O=C(NCc1ccco1)C1CCN(S(=O)(=O)c2cccc([N+](=O)[O-])c2)CC1
→ 1% | 0% | i | -0.7% | -1% | -17% | i | -5% | 0.6
> COc1ccc(/C=C/C(=O)N2CCN(S(=O)(=O)/C=C/c3ccccc3)CC2)cc1OC
→ -1% | -2% | i | -0.4% | u | 13% | u | 1% | 0.7
> Cc1oc(-c2cccc(Cl)c2)nc1CN1CCC(C(=O)NCCCN2CC(C)CC(C)C2)CC1 (centres undefined)
→ -4% | 13% | i | -1.0% | 3% | -10% | u | -3% | -1.2
> COc1ccc2cc(Br)ccc2c1CC(=O)NCC1CCCO1 (centres undefined)
→ -2% | -22% | i | 2.1% | -8% | 12% | i | -1% | 0.6

In a second layout: 5 of the compounds above.
canonical_smiles | A549 tox | TGFb inhibitor | pAkt inh | Nrf2 activator | Mm-Cpn inhibitor | Nrf2 block | S2 tox | HepG2 tox | CCT modulator
O=C(Nc1ccccn1)C1CCN(S(=O)(=O)c2ccc3c(c2)OCCO3)CC1 | -3% | 0% | i | u | 2% | 6% | i | -38% | -0.9
O=C(NCCS(=O)(=O)N1CCc2ccccc2C1)c1ccccc1 | 7% | -11% | i | 0.3% | 2% | 21% | i | 0% | -0.3
CCCOc1ccc(OCCSc2ncccn2)cc1 | -10% | -18% | i | -0.4% | 0% | u | i | -20% | 0.7
O=C(OCC(=O)N1CCN(C(=O)c2ccco2)CC1)c1cccc(F)c1 | 7% | -1% | i | -0.2% | 2% | 7% | i | -6% | -1.7
Cc1nc2ccc([N+](=O)[O-])cc2c(=O)n1Cc1ccc(F)cc1 | -4% | -6% | i | 0.4% | 1% | -9% | i | 8% | 1.5

Next part.
Below each SMILES – A549 tox | TGFb inhibitor | pAkt inh | Nrf2 activator | Mm-Cpn inhibitor | Nrf2 block | S2 tox | HepG2 tox | CCT modulator
> CCCOc1c(OC)cccc1C1CC(=O)Nc2cc3c(cc21)OCCO3 (centres undefined)
→ u | u | i | 0.3% | -2% | u | u | 0% | 2.2
> CCCOc1ccccc1Cn1c(=O)sc2ccccc21
→ -5% | -13% | x | -0.5% | x | 1% | i | -13% | x
> CCOC(=O)CN(C)C(=O)C1CCCN1C(=O)OC(C)(C)C (centres undefined)
→ 2%&4% | -2%&6% | i | 6.6% | x | u | i | -2%&-8% | -0.8
> O=C(COC(=O)c1ccc([N+](=O)[O-])s1)NC(=O)NCc1ccccc1
→ 1% | -13% | i | 2.2% | 2% | -28% | i | -13% | 1.3
> Cc1cc(C)cc(NC(=O)c2cc(S(=O)(=O)N3CCOCC3)cn2C)c1
→ -1% | 0% | x | 3.6% | x | 15% | x | -3% | x
> CC(OC(=O)CSc1ccc([N+](=O)[O-])cc1)C(=O)NC1CC1 (centres undefined)
→ -1% | 13% | i | -0.7% | -1% | -6% | i | -50% | 0.4
> CCN(CC)C(=O)CN1C(=O)C2(NC(=O)c3ccccc3N2)c2ccccc21 (centres undefined)
→ 1% | 13% | i | -0.1% | -2% | 11% | i | -5% | 0.6
> CCOC(=O)C1=C(O)/C(=C/c2ccc(OCC(=O)Nc3ccc(C)cc3)cc2)N=C1C
→ -1% | 2% | i | 0.4% | -2% | -4% | i | -1% | -4.6
> Oc1ccc(/C=N/Nc2ccnc3cc(Cl)ccc23)cc1O
→ -7% | u | i | 11% | -3% | 10% | 32µM* | -41% | -13
> O=C(C1Cc2ccccc2O1)N1CCCCC1 (centres undefined)
→ 0% | 31%[activator] | x | -0.1% | 0% | x | i | -1% | -0.2
> O=C(NCc1ccncc1)C(=O)NC1CC1
→ 0% | 0% | i | 0.3% | 2% | 1% | i | 2% | 1.0
> COc1ccc(CNS(=O)(=O)c2ccc3c(c2)N(C)CCO3)cc1
→ -2% | -22% | i | 0.8% | 3% | -18% | i | -10% | 1.2
> NC(=O)C1(N2CCCCC2)CCN(C(=O)c2ccc(C#Cc3ccccc3)o2)CC1
→ -13% | 14% | i | u | -1% | -14% | i | -9% | -2.7
> COc1cccc(OCC(O)CN2CCOCC2)c1 (centres undefined)
→ 0% | -16% | i | -0.4% | 1% | x | i | 8% | -1.5
> CCCC/C=C/[C@H](c1ccccc1)[C@H](CO)Cc1cnc2ccccc2c1
→ 7% | u | x | x | x | 0% | x | -69% | x
> N#CCSc1nc(-c2ccccc2)c2cc(Cl)ccc2n1
→ -3% | -3% | i | -0.6% | 0% | -19% | i | 7% | -3.4
> O=C(OCC(=O)N1CCCC1=O)c1cc(Cl)ccc1O
→ 2% | 11% | i | -0.3% | 0% | 0% | i | 0% | -6.6
> Cc1ccc(NC(=O)CSc2nnc(Cn3cnc4ccccc43)o2)c(C)c1
→ 11% | -14% | i | -1.0% | 3% | -2% | i | 8% | -1.6
> Cc1cc2[nH]c(=O)cc(-c3ccccc3)n2n1
→ 6% | -21% | i | 7.5% | -4% | u | i | -14% | -7.9
> O=C(O)c1ccccc1CSc1ccccn1
→ -6% | -2% | i | -0.6% | 2% | -15% | i | 3% | -2.4
> O=C1c2cnccc2CN1Cc1ccccc1
→ 3% | 11% | i | 0.3% | -1% | 1% | i | 15% | 1.4
> CCN(CC)CC(=O)Nc1ccc(-c2ccc(NC(=O)CN(CC)CC)c(OC)c2)cc1OC
→ -17% | 6% | i | 0.4% | 0% | 4% | i | 16% | -2.3
> Cc1ccc(-c2nc3scc(CCNS(=O)(=O)c4c(C)noc4C)n3n2)cc1
→ 2% | u | x | 10% | x | x | x | -15% | x
> CN(C)/C=N/C(=S)Nc1cc(Cl)cc(Cl)c1
→ -11% | -14% | i | 3.2% | 2% | -7% | x | -72% | -1.8
> CNC(=O)Cn1cc(S(=O)(=O)Cc2ccccc2F)c2ccccc21
→ -8% | 0% | x | 0.9% | x | u | x | -5% | x
> CCC(Oc1ccccc1)C(=O)Nc1ccc(S(=O)(=O)NCC2CCCO2)cc1 (centres undefined)
→ x | -8% | i | -0.1% | 3% | u | i | -2% | -0.4
> CCOC(=O)N1CCN=C1SCc1ccc(Cl)c(Cl)c1
→ 1% | 0% | i | -0.3% | 0% | 2% | i | -8% | 3.4
> C=CCn1c(-c2cccn(Cc3ccc(Cl)cc3Cl)c2=O)n[nH]c1=S
→ -2% | 1% | i | -0.2% | -3% | u | i | -8% | -1.9
> C=CCNC(=O)CSc1nc2cc(C(=O)OCC)ccc2n1CC
→ u | -4% | i | 2.2% | -2% | 17% | i | -21% | -1.3
> Cc1ccc(NC(=O)CCS(=O)(=O)c2ccccc2)cc1S(=O)(=O)N1CCCCCC1
→ -6% | -3% | i | 2.8% | 2% | u | i | -15% | 0.0
> CC(C)(C)N1CC(C(=O)Nc2ccc(C(N)=O)cc2)CC1=O (centres undefined)
→ x | 3% | i | -1.3% | x | x | i | 11% | 1.8
> COc1ccc(NC(=O)c2c(Nc3ccccc3)sc(C(=O)c3ccc(F)cc3)c2N)cc1
→ -17% | 3.2µM* | i | 10% | 1% | u | i | -58% | 0.1
> Cc1ccc(NC(=S)N(Cc2ccccc2)Cc2cccs2)c(C)c1
→ 0% | -4% | i | 0.0% | 1% | -6% | i | -11% | -1.6
> COc1ccc(Cl)cc1NC(=O)c1cc(S(=O)(=O)N2CCC(C)CC2)cn1C
→ -3% | -2% | x | 0.5% | x | x | i | -5% | x
> Cc1cccc(OCCC(=O)Nc2ccccc2C(N)=O)c1
→ 1% | 8% | i | 4.5% | -1% | -17% | i | 8% | 1.4
> CCCCN(CC)CCNc1c(NC2CCN(C(=O)OCC)CC2)c(=O)c1=O
→ 2% | 29% | i | -0.7% | 1% | 17% | i | 61% | -0.9
> CCCCCCCCCCCC(=O)N1CC(=O)NC(=O)C1
→ -3% | -7% | i | -0.6% | 2% | -5% | i | -20% | -2.1
> C[C@H]1CN([C@@H](C)CO)C(=O)Cc2cc(NC(=O)Cc3ccccc3)ccc2O[C@H]1CN(C)S(=O)(=O)c1cccs1
→ -11% | 7% | i | 4.3% | -1% | -8% | i | -9% | 1.9

Assay outcomes from PubChem.
